BLM inh: inhibitors of human Bloom syndrome helicase BLM. recombinant BLM DNA unwinding, fluorescence dequenching. AID 2528. P54132. Potency, µM (doses to about 56.1 µM), for the others: at the highest dose activity change, negative = inhibition, most hits filed as inhibitors. 350,000 compounds, 0.2% hits;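 note: potency is the fitted concentration of half-maximal effect; plate controls were vehicle for no effect and no enzyme for full effect; nearly all actives have a fitted effect of over 35% in size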
ALOX12 inh: inhibitors of human 12S-lipoxygenase ALOX12; P18054; purified 12hLO, xylenol orange hydroperoxide absorbance; Potency, µM (highest dose often 108 µM), inactives show at the top dose activity change, negative = inhibition, most hits filed as inhibitors; 580,000 compounds, 1.1% hits; note: potency is the fitted concentration of half-maximal effect; % is set by controls: 0 for no effect and ±100 for the full control effect
Target sequence (P18054 whole entry, looked up): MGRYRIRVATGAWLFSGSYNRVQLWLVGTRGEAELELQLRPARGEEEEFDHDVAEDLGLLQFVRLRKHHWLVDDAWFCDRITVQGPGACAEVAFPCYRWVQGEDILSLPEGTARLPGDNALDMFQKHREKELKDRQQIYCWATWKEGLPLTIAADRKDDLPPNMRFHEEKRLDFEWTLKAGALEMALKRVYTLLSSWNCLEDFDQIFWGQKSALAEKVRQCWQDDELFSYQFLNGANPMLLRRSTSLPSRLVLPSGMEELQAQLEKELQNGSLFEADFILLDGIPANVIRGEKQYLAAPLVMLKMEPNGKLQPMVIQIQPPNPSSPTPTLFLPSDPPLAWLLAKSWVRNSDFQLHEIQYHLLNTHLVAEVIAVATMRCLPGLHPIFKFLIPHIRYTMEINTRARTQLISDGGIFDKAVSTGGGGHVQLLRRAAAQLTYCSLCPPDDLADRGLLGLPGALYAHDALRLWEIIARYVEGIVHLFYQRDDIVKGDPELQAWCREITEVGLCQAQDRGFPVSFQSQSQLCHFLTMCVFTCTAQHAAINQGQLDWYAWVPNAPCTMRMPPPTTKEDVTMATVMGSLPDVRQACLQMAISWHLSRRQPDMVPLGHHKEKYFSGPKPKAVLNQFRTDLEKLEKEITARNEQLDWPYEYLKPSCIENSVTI
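Purified human 12hLO (150 nM final) in 25 mM Hepes, 0.01% Triton X-100, pH 7.0 was preincubated 15 min at room temperature with compound. Then 40 uM arachidonic acid was added, 30 min. Hydroperoxide was read by Fe-XO absorbance ratio 573/405 nm.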
Pol beta inh: blocks human DNA polymerase beta activity; Potency, µM (series often up to 114 µM), inactives show at the top dose activity change, negative = inhibition, most hits filed as inhibitors; AID 485314; 340,000 compounds, 1.3% hits; P06746; Pol beta primer extension/strand displacement, fluorescence kinetic; note: potency is the fitted concentration of half-maximal effect; % is set by controls: 0 for no effect and ±100 for the full control effect
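Preincubation: enzyme (10 nM) with compound, 15 min, RT. Reaction: substrate added to 50 nM final. Reads: 0 and 10 min. Analysis: normalized, Hill fit.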
APEX1 inh: inhibitors of human APE1 endonuclease. P27695. Potency, µM (titrated, usually from 65.8 µM), for inactives: top-dose activity change, negative = inhibition, hits mostly inhibitors. AID 2517. recombinant APE1, TAMRA/BHQ-2 abasic DNA cleavage fluorescence. 350,000 compounds, 0.35% hits;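 note: potency is the fitted concentration of half-maximal effect; plate controls were vehicle for no effect and reference inhibitor for full effect; nearly all actives have a fitted effect of over 55% in size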
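Step 1: APE1 (0.75 nM) with compound, 15 min RT. Step 2: add 50 nM fluorophore/quencher THF duplex. Step 3: three fluorescence reads 60 s apart (525/598 nm); read 3 minus read 1 = reaction progress.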
POLI inh: blocks human DNA polymerase iota activity; Q9UNA4; 390,000 compounds, 1% hits; Potency, µM (doses to about 115 µM), without a hit: at the top dose activity, negative = inhibition, hits mostly inhibitors; Pol iota fluorescent replication assay, 10 min; note: potency is the fitted concentration of half-maximal effect
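Pol iota at 10 nM preincubated 15 min with compounds at room temperature; reaction started with fluorescent substrate, 50 nM final. Fluorescence read kinetically at 0 and 10 min; buffer-only wells as negative control.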
Apoferritin bind: binds horse apoferritin like a general anesthetic; P02791; apoferritin/1-aminoanthracene competitive binding, fluorescence; Potency, µM (top dose mostly 77.5 µM), for inactives: at the highest dose activity change, negative = displacement, most hits filed as inhibitors; 350,000 compounds, 0.074% hits; note: potency is the fitted concentration of half-maximal effect; % is set by controls: 0 for no effect and ±100 for the full control effect; nearly all actives have a fitted effect of over 20% in size
Target sequence (P02791 2-175 limits assumed): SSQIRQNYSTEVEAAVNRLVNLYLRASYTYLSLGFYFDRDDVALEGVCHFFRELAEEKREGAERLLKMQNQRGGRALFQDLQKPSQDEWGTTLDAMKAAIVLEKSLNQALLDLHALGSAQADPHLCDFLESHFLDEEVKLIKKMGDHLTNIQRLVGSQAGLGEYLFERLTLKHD
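Probe: 1-aminoanthracene (50% saturated, PBS). Protein: horse-spleen apoferritin, 10 uM. Incubation: 10 min, room temperature. Detection: 380 nm excitation, 535 nm emission. Analysis: normalized response, four-parameter Hill.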
ERG Ets-DNA blk: inhibitors of human ERG Ets domain-DNA interaction; 370,000 compounds, 0.028% hits; fluorescence polarization, His-ERG Ets domain / labelled DNA; Potency, µM (top dose mostly 76.9 µM), for the others: at the highest dose FP activity, negative = inhibition, usual class: inhibitors; active = well fitted inhibition curve with a large enough effect in the polarisation, with a control signal flat; inconclusive = small, poorly fitted or top-dose-only effect, or effect the other way, or a change in a side signal; inactive = no such curve, though single readings can be large or run the other way; the % refers to the polarisation;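 note: polarization taken with two DNA probes labelled with fluorescein and Texas red; potency is the fitted concentration of half-maximal effect; % of control where 0% means no effect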
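His-tagged ERG Ets domain (1 uM in the protein solution; 300mM KCl, 50mM Tris-HCl, 1mM EDTA, 1mM DTT, pH 7.5) received compound, then a probe mix of 5 nM fluorescein-DNA and 100nM Texas-615-DNA. Fluorescence polarization was read for both dyes.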
TRHR agonist: agonists of human TRH receptor; TRHR cells, calcium flux fluo-8, FDSS agonist mode; activation, % at 2 µM; 360,000 compounds, 0.18% hits; AID 493084; in the data active = activation above about 30%; note: 0% is about no effect
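Agonist-mode FDSS calcium read (Ex 480/Em 530, 1 s cycles) in 1536-well TRHR cells with fluo-8 dye, after 10-cycle baseline and 23 nL compound addition; TRH at EC20 (10 nM final) added afterwards for the enhancer phase.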
POLK inh: inhibitors of human DNA polymerase kappa. Q9UBT6. purified Pol kappa, fluorescent DNA synthesis assay, 10 min. Potency, µM (top dose mostly 107 µM), without a hit: at the top dose activity, negative = inhibition, most hits filed as inhibitors. 400,000 compounds, 0.53% hits. AID 588579; note: potency is the fitted concentration of half-maximal effect; % is set by controls: 0 for no effect and ±100 for the full control effect
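Enzyme at 10 nM met test compounds for 15 min at room temperature. Substrate addition (50 nM final) began the reaction, which was monitored by fluorescence at 0 and 10 min.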
Numbers without * were called inactive; ? = inconclusive; nt = not tested or not shown; & = joins results of further samples; [ ] = another dose, or the depositor's remark. Unless noted, calls come from the whole dose curve; as a rule, active = well fitted curve in the direction sought with a large enough effect; inconclusive = small, poorly fitted or top-dose-only effect, or another doubt; inactive = no such curve, though single readings can be large; an effect the other way counts as inactive or inconclusive. A portion of the library (hit frequency here may not be typical).

Every second line gives: BLM inh, ALOX12 inh, Pol beta inh, APEX1 inh, POLI inh, Apoferritin bind, ERG Ets-DNA blk, TRHR agonist, POLK inh
#1 Cc1c(NC(=S)N/N=C/c2ccc(Br)cc2)c(=O)n(-c2ccccc2)n1C
    -2%, ?, 2%, 4%, -6%[58.9 µM], -10%, -1%, -0.6, 1%
#2 COc1cc(OC)cc(C(=O)NC2=NCCS2)c1
    -5%, 2%, 12%, -3%, 22%, -14%, 3%, 0.4, 5%
#3 CCOC(=O)Cc1csc(SCC(=O)Nc2cc(Cl)ccc2Oc2ccccc2)n1
    -11%, 0%, -17%, 1%, -1%, 59%[activator], 5%, 0.7, -10%
#4 CCN1CCN(c2ccc(S(=O)(=O)N3CCCCC3)cc2NC(=O)COc2cc(C)ccc2Cl)CC1
    nt, nt, nt, -3%, 15%, nt, -1%, 0.5, 0%
#5 CC(=O)N1CCN(c2ccccc2NC(=O)c2cc(Br)ccc2Cl)CC1
    -3%, 43%[activator], 0%, 6%, -12%, -17%, 13%, -0.2, -1%
#6 CCCC(C(=O)NC1=NCCS1)c1ccccc1 (stereo not given)
    -2%, 1%, 1%, ?, 22%, -9%, 15%, 0.2, 1%
#7 C=CCn1cc(C(=O)N2CCN(CC)CC2)c(=O)c2cc(S(=O)(=O)N(CC)CC)ccc21
    -2%, -6%, 9%, 17%, 8%, -1%, 6%, 0.7, 0%
#8 CC(=O)Nc1ccc(NC(=O)C(C)OC(=O)c2ccc(S(=O)(=O)N3CCCCC3)cc2)cc1 (stereo not given)
    nt, ?, nt, -13%, 32%[activator], nt, 2%, nt, -20%
#9 CCOC(=O)c1c(-c2ccccc2)csc1NC(=O)c1cc(-c2cccc(Cl)c2)on1
    -4%, -20%, 2%, nt, -7%, -5%, 1%, 0.6, -16%
#10 CC1(C)CC(C(CC(=O)N2CCCC2)Cc2ccccc2)CCO1 (stereo not given)
    -3%, 22%, -24%, -7%, -15%, 2%, ?, -0.9, -6%
#11 COc1ccc(C2CC(c3cccs3)=NN2C(=O)c2ccccc2)cc1OC (stereo not given)
    -4%, 164%[activator], 2%, 2%, 136%[activator], -18%, 6%, 0.5, -9%
#12 Cc1ccc(CN2CCN(Cc3cc(=O)c4ccccc4[nH]3)CC2CCO)o1 (stereo not given)
    -10%, 1%, -27%, 3%, -2%, -5%, 3%, 0.3, 2%
#13 COc1ccc(NC(=O)CSc2nc3ncccc3[nH]2)cc1OC
    -11%, -2%, -8%, -1%, -6%, -10%, -7%, 0.0, 0%
#14 CCN(CC)C(=O)[C@H]1CC(CC(=O)NC(C)(C)C)C(=O)N2CCc3c([nH]c4ccccc34)[C@]12C (stereo not given in full)
    nt, ?, nt, -7%, -15%, nt, 2%, nt, -4%
#15 COc1ccc2c(c1)OC1(C)CC2C(C(=O)c2ccccc2OC)C(=O)N1 (stereo not given)
    -2%, 6%, 1%, -1%, 0%, -14%, 3%, -0.1, -3%

Next section; the last two above are carried over.
Every second line gives: BLM inh, ALOX12 inh, Pol beta inh, APEX1 inh, POLI inh, Apoferritin bind, ERG Ets-DNA blk, TRHR agonist, POLK inh
#14 CCN(CC)C(=O)[C@H]1CC(CC(=O)NC(C)(C)C)C(=O)N2CCc3c([nH]c4ccccc34)[C@]12C (stereo not given in full)
    nt, ?, nt, -7%, -15%, nt, 2%, nt, -4%
#15 COc1ccc2c(c1)OC1(C)CC2C(C(=O)c2ccccc2OC)C(=O)N1 (stereo not given)
    -2%, 6%, 1%, -1%, 0%, -14%, 3%, -0.1, -3%
#16 CSc1oc(-c2ccco2)nc1S(=O)(=O)c1ccc(F)cc1
    -13%, ?, ?, -2%, -12%, 2%, 2%, -0.4, -28%
#17 COc1ccc(CCNC(=O)c2ccc3c(c2)NC(=O)CS3)cc1OC
    0%, ?, 17%, 36%, 12%, -3%, 0%, -0.5, 5%
#18 COc1ccc(S(=O)Cc2ccc(C(=O)NCc3cccc(OC)c3)o2)cc1 (stereo not given)
    0%, ?, 2%, 28%, -6%, -2%, -6%, -0.2, 8%
#19 Cc1nc2[nH]c(=S)n(C)c(=O)c2nc1C
    5%, ?, 1%, 6%, 28%, -13%, nt, 0.4, -16%
#20 COc1ccc(/C=C2\SC(=S)N(C(C)C(=O)NC3C=CS(=O)(=O)C3)C2=O)cc1 (stereo not given)
    -1%, ?, 8%, -1%, 6%, -29%, 5%, -0.2, -20%
#21 CCOC(=O)Cc1nnc(Nc2ccc(C)cc2)c2ccccc12
    -6%, 397%[activator], ?, 0%, -7%, -1%, 8%, -0.1, -6%
#22 O=C(Cc1ccc(F)cc1)N1CCN=C1SCc1ccc([N+](=O)[O-])cc1
    0%, 6%, 4%, -3%, 8%, -23%, -6%, 0.0, 7%
#23 S=C(NCc1ccccc1)NCc1ccccn1
    1%, 9%, 3%, 4%, -12%[58.9 µM], 3%, 11%, -0.5, -6%
#24 Cc1cc(-n2c(SCc3ccccc3F)nc3n[nH]c(C)c3c2=N)ccc1Cl
    -8%, 472%[activator], -24%, 11%, 101%[activator], -7%, -4%, 0.9, -6%
#25 O=C(COC(=O)CCC1CCCC1)Nc1cc(S(=O)(=O)N2CCOCC2)ccc1Cl
    nt, -19%, nt, -15%, 51%[activator], nt, 77%[activator], 0.0, -8%
#26 COc1ccc(N2CCN(C(=O)CCS(=O)(=O)c3ccc4c(c3)NC(=O)C(C)S4)CC2)cc1 (stereo not given)
    -1%, -25%, 0%, 30%, -18%, -13%, -4%, 0.2, -2%
#27 COC(=O)c1nc(NC(=O)c2ccccc2Cl)n[nH]1
    -3%, -40%&-6%, 5%, -6%, 10%, -4%, -10%, -0.5, 1%
#28 Cn1c(SCC(=O)Nc2ccc(NC(=O)c3ccccc3)cc2)nnc1-c1ccncc1
    -10%, -12%, -3%, 15%[12.4 µM], 122%[activator], 2%, 6%, -0.1, 4%
#29 COc1cccc(/C=N/NC(=O)CNC(=O)COc2cccc(C)c2)c1O
    -17%, -6%, ?, -1%, 75%[activator], -2%, -1%, -0.4, 4%
#30 CC(C)c1ccc(/C=C2\NC(=S)N(Cc3cccnc3)C2=O)cc1
    -6%, -2%, 19%, -4%, 27%, -7%, 2%, -0.8, 2%
#31 Nc1nonc1-n1nnc(C(=O)N/N=C/c2cc(Br)ccc2O)c1CSC1=NCCS1
    -6%, -14%, 2%, -4%, 20%, 8%, 5%, 2.3, -4%
#32 CCOc1ccc(/C(O)=C2/C(=O)C(=O)N(CCN(C)C)C2c2ccccc2)cc1Cl (stereo not given)
    3%, -15%, -8%, 4%, -1%, -10%, 0%, -0.9, 2%
#33 CCOC(=O)c1c(NC(C)=O)sc2c(O)c(Br)cc(Br)c12
    -8%, ?, 28%, -1%, 31%[activator], 1%, 11%, -0.5, -24%
#34 O=C(c1ccc(S(=O)(=O)Cc2ccccc2Cl)c([N+](=O)[O-])c1)N1CCN(c2ccccn2)CC1
    -8%, -3%, -1%, 21%, 76%[activator], -15%, -7%, -3.2, -1%
#35 c1ccc(NC(=NCc2ccco2)c2ccccc2)cc1
    1%, 11%, 12%, -6%, 3%, -17%, nt, -0.1, -4%
#36 CCCn1c(=N)n(CC(=O)O)c2ccccc21
    nt, -5%, nt, nt, 14%, nt, -8%, nt, -2%
#37 Cc1ccsc1C1C(C#N)=C(N)N(N(C)C)C2=C1C(=O)CC(C)(C)C2 (stereo not given)
    -3%, 6%, -2%, 3%, 19%, -8%, -12%, -0.6, 0%
#38 c1ccc(Cc2nn3c(C4COc5ccccc5O4)nnc3s2)cc1 (stereo not given)
    -6%, -5%, -9%, -4%, -16%, ?, nt, -0.5, -3%
#39 CC[C@H](C)[C@@H]1NC(=O)c2cc([N+](=O)[O-])cc(F)c2OCC[C@@H](C(N)=O)NC(=O)[C@H](CCCCN)NC1=O
    4%, -13%, -15%, -2%, ?, -11%, 13%, 0.1, -9%
#40 O=C(COC(=O)c1cccnc1Cl)Nc1cc(S(=O)(=O)N2CCCCC2)ccc1Cl
    -12%, -4%, -11%, -2%, 57%[activator], ?, 15%, -1.3, 5%
#41 CC1(C)CC(NC(=O)c2cccc(S(=O)(=O)Nc3cccc(Cl)c3)c2)CC(C)(C)N1
    nt, 47%[activator], nt, 10%, -11%, nt, -5%, 0.5, -9%
#42 c1ccc(-c2ncc(CSc3nncn3-c3ccccc3)s2)cc1
    -5%, 0%, -1%, 1%, 8%, -16%, -1%, -0.7, -6%
#43 C=CCOC(=O)C1=C[C@@H](c2cn(C(C)=O)c3ccccc23)C[C@@H](OCc2ccc(CO)cc2)O1
    nt, ?, nt, nt, 36%[activator], nt, 15%, nt, -8%
#44 CCOc1cc(/C=N/n2nnnc2N)ccc1OCc1c(C)no[n+]1[O-]
    -7%, 12%, ?, 4%, 17%, 0%, 0%, 0.2, -6%
#45 CCC(CC)NC(=O)CN(c1ccccc1OC)S(=O)(=O)c1cccs1
    1%, 0%, 37%, 24%, 37%[activator], -7%, 6%, 0.1, 10%
#46 CCCOc1ccc(NC(=O)CC2C(=O)N(c3ccc(C)cc3)C(=O)N2CCc2ccncc2)cc1 (stereo not given)
    -3%, -2%, 28%, nt, 25%, 0%, 2%, -0.2, 3%
#47 CCCCNC(=O)C1CCN(c2nc3ccccc3nc2C(F)(F)F)CC1
    0%, -13%, -3%, nt, 17%, 2%, -4%, 0.1, -4%
#48 COc1ccc(-c2cc(C(=O)NCc3cc(OC)c(OC)c(OC)c3)[nH]n2)cc1
    -2%, ?, 26%, nt, 10%, -15%, 3%, -0.7, 4%
#49 COc1cc(/C=C2/C(=N)N3OC(C)=CC3=NC2=O)ccc1OC(=O)c1ccco1
    -3%, -7%, -12%, -2%, 25%, -23%, 10%, 0.6, -19%
#50 Cc1ccc(C)c(CSc2nnc([C@@H](N)C(C)C)o2)c1
    -4%, 0%, 4%, 11%, 4%, ?, 2%, -0.1, -5%
